Bioassay records from PubChem BioAssay.
E-sel TNF inh = TNF alpha driven E-selectin expression inhibition | 0.71% of 120,000 active | AID 1246 | HUVEC TNFa-induced E-selectin immunofluorescence, high content | inhibition, % at 2 µM;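 active = inhibition above the batch mean plus 3 SD, and confirmed as a hit on visual image review, cut at about 43% in these data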;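 also: 0% = TNF-stimulated DMSO wells and 100% = unstimulated control wells; not every result past the cut was called active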
bCat KO growth = beta-catenin-lacking colon tumor cell growth suppression. viability, % at 10 µM. 1.5% of 140,000 active. HCT116 beta-catenin knockout viability, CellTiter-Glo, 60 h; active compounds read low. AID 818;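 active = viability at or under a set limit, the compound median less 4 SD, cut at about 6% in these data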;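 also: 0% = Hyamine 1622 control at 20 µM and 100% = untreated cell control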
Phagocytosis inh = macrophage phagocytosis inhibition; J774A.1 macrophage IgG-bead phagocytosis, imaging; inhibition, % at 5 µM; 0.07% of 110,000 active;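 active = inhibition above the mean of the plate negative controls plus 5 SD, cut at about 13% in these data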;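 also: phagocytic index as fraction of beads internalized from green versus red external bead signal; plate controls were DMSO negative control for no effect and cytochalasin-D positive control for full effect; some results beyond the cut were filed as inactive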
HCT116 PTEN-null = PTEN-deleted cell growth suppression | HCT116 PTEN-null viability, CellTiter-Glo, 60 h; active compounds read low | viability, % at 10 µM | 1.2% of 140,000 active | AID 827;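 active = viability at or below a set limit, 4 SD under the median of all tested compounds, cut at about 3.7% in these data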;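 also: PTEN knockout HCT116 line with beta catenin targeted HCT116 as companion control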
Measles CPE = protection of cells from measles virus; Measles virus-infected cells, CPE protection, absorbance; protection (pct of control), % at 4 µM; 1.5% of 140,000 active; in the data active = protection mostly above about 24%, no sharp cut-off; inactive = mostly below about 26%; also: some compounds called inactive have numbers as strong as hits
Yeast growth inh = chemicals that inhibit yeast BB579 growth in restrictive medium (lifespan-shortening candidates). S. cerevisiae BB579 growth, OD615, 48 h. inhibition, % at 10 µM. 0.51% of 140,000 active. AID 804;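 active = inhibition above a set limit, 3 SD over the mean compound inhibition, cut at about 44% in these data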; also: inactives centre near -24
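System: DeaD yeast strain BB579; buffer or medium: CSMM-D dextrose restrictive medium; technique: OD at 615 nm; schedule: 4 h cell preincubation, 48 h compound exposure, 30 °C humidified; doses: single 10 µM dose; controls: amphotericin B 10 µg/mL, positive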
Yeast life ext = yeast lifespan extension. S. cerevisiae growth with nicotinamide, OD615; deaD strain in restrictive glucose medium. inhibition of the nicotinamide effect, % at 10 µM. 0.68% of 130,000 active;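 active = inhibition above a set limit, placed 3 SD over the median of all compounds, cut at about 26% in these data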;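 also: 0% = nicotinamide-treated wells and 100% = cells grown without nicotinamide; some compounds called inactive have numbers as strong as hits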
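Assay system: engineered S. cerevisiae DeaD replicative-lifespan strain, galactose-grown log-phase cells; Buffer or medium: CSMM-D glucose medium, restrictive; Probe or stimulus: nicotinamide 1.5 mM; Compound: single dose 10 µM compound, 0.25% DMSO; Schedule: 4 h preincubation then 48 h treatment at 30 °C; Technique: OD615 measurement.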
MRP-1 activ = activators of MRP-1; viability increase, % at 10 µM; H69AR cells + doxorubicin, viability rescue, CellTiter-Glo; AID 799; 0.61% of 140,000 active;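 active = viability gain under doxorubicin at or above a set limit, the compound median plus 3 SD, cut at about 4.7% in these data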;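 also: MRP-1 overexpressing cells given doxorubicin 25 µM after compound pretreatment; 18-22 h compound pretreatment then 72 h with doxorubicin before readout; 0% = doxorubicin-only wells and 100% = vehicle-treated cells without doxorubicin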
GALR2 blocker = GALR2 (human) receptor antagonism; O43603; GALR2-expressing cells, antagonist mode; inhibition, % at 4 µM; 0.39% of 140,000 active; AID 828; in the data active = inhibition above about 27%;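 also: cells stimulated with galanin 1-16 at roughly its EC80; 0% = agonist challenge control and 100% = basal control without agonist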
Target sequence (O43603 whole entry, looked up): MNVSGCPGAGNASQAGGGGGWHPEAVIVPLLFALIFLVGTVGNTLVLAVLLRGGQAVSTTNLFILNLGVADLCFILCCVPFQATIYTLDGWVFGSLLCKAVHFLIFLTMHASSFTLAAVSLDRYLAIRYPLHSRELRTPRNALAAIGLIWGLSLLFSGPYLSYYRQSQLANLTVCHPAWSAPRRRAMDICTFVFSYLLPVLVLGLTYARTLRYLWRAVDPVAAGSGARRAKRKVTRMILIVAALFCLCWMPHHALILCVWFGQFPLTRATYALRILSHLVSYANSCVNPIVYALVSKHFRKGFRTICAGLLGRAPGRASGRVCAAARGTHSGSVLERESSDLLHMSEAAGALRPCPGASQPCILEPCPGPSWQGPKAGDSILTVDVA
NPY-Y2 antag = NPY-Y2 (human) receptor antagonism | P49146 | NPY-Y2 expressing cells, antagonist mode | inhibition, % at 2.7 µM | 0.99% of 140,000 active; in the data active = inhibition above about 17%;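 also: 0% = vehicle with agonist challenge and 100% = reference antagonist with challenge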
Target sequence (P49146 whole entry, looked up): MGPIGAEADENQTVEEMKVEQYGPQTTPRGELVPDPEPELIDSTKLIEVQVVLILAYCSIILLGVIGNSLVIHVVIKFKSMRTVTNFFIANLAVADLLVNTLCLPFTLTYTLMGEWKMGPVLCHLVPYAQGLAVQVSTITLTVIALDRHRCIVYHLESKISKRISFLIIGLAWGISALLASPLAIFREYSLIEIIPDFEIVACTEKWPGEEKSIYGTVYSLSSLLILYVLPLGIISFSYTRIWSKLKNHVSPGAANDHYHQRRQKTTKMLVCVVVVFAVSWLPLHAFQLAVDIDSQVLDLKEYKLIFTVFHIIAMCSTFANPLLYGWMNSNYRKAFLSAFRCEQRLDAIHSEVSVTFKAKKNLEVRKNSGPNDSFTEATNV
Starred values were filed as active, the others as inactive; / = not tested or not shown. Rows were taken by chance; 6.1% or so of the library scored in one or more.

The first 6 entries (preview)
SMILES	E-sel TNF inh	bCat KO growth	Phagocytosis inh	HCT116 PTEN-null	Measles CPE	Yeast growth inh	Yeast life ext	MRP-1 activ	GALR2 blocker	NPY-Y2 antag
CC1CCCCC1NC(=O)c1ccc(CNc2c(N3CCCC3)c(=O)c2=O)cc1 (stereo unspecified)	-30	107	0	108	4	-18	-4	-1.4	3	11
COc1ccc2c(c1)SCC(=O)N2C	7	78	/	88	4	-6	/	-2.1	1	5
CN(C)c1ccc(NC(=O)COC(=O)c2cc(=O)c3ccccc3o2)cc1	-8	91	2	102	4	-16	-1	-1.0	0	5
CCOC(=O)c1cc(CN2CCOCC2)oc1-c1ccccc1	5	96	0	99	18	15	-12	0.5	-2	2
O=C(c1ccco1)N1CCN(C2CCCC2)CC1	-7	106	0	95	3	-20	1	-0.1	9	2
O=C1CCC(=O)N1c1ccc(NCc2ccccc2Cl)c([N+](=O)[O-])c1	26	93	-2	93	25	-11	-2	-2.3	6	0

Main list, from the first entry:
SMILES	E-sel TNF inh	bCat KO growth	Phagocytosis inh	HCT116 PTEN-null	Measles CPE	Yeast growth inh	Yeast life ext	MRP-1 activ	GALR2 blocker	NPY-Y2 antag
CC1CCCCC1NC(=O)c1ccc(CNc2c(N3CCCC3)c(=O)c2=O)cc1 (stereo unspecified)	-30	107	0	108	4	-18	-4	-1.4	3	11
COc1ccc2c(c1)SCC(=O)N2C	7	78	/	88	4	-6	/	-2.1	1	5
CN(C)c1ccc(NC(=O)COC(=O)c2cc(=O)c3ccccc3o2)cc1	-8	91	2	102	4	-16	-1	-1.0	0	5
CCOC(=O)c1cc(CN2CCOCC2)oc1-c1ccccc1	5	96	0	99	18	15	-12	0.5	-2	2
O=C(c1ccco1)N1CCN(C2CCCC2)CC1	-7	106	0	95	3	-20	1	-0.1	9	2
O=C1CCC(=O)N1c1ccc(NCc2ccccc2Cl)c([N+](=O)[O-])c1	26	93	-2	93	25	-11	-2	-2.3	6	0
C=CCN(CC(=O)NCc1ccc(F)cc1)C(=O)c1csnn1	-30	94	/	96	6	7	/	-0.3	6	-1
CC1CCCCN1C(=O)CSc1nnc(-c2ccc(Cl)s2)o1 (stereo unspecified)	/	96	0	87	25	-37	1	-2.7	-8	6
COc1ccccc1CN(Cc1cc2cc(C)ccc2[nH]c1=O)Cc1nnnn1Cc1ccco1	-35	61	0	63	22	-54	-4	-2.7	-8	15
Cc1ccc(-c2nc(N)sc2CC(=O)OCC(=O)NC2CCCC(C)C2C)cc1 (stereo unspecified)	/	87	-5	100	26*	-17	-3	-1.0	-2	2
CCC(Sc1ncccc1C(=O)OC(C)C)C(=O)NCc1ccco1 (stereo unspecified)	-1	105	-1	96	16	-7	-10	-1.5	0	5
O=[N+]([O-])c1cc([N+](=O)[O-])c2cccnc2c1Oc1ccccc1O	35	73	-3	58	13	-22	-3	-3.4	-15	6
CCCc1cc(=O)oc2cc(C)cc(O)c12	4	97	-2	90	26	-13	-16	-1.9	7	11
Cc1cc(/C=N/NC(=O)Cn2c3ccccc3c(=O)c3ccccc32)c(C)n1-c1ccc(Cl)cc1	7	93	-6	91	7	-67	3	-2.9	-20	3
Cc1cc(C)n(CC(O)COc2ccccc2)n1 (stereo unspecified)	18	102	/	98	24	-37	-24	-0.5	-3	0
O=C(COc1ccc(Cl)cc1)Nc1ccc2c(c1)CCC2	/	83	/	67	40	-8	-5	-1.2	-4	7
Cc1ccc(NC(=O)CSCC(N)=O)cc1C	-5	95	0	104	40*	20	-2	-1.0	1	4
CCn1cc(C(=O)O)c(=O)c2cc(F)c(N3CCN(S(=O)(=O)c4ccc(NC(=O)OC)cc4)CC3)cc21	/	15	-15	19	9	-16	0	-0.4	-10	-1
Cn1c(/C(C#N)=C/c2ccc(-c3ccc(S(N)(=O)=O)cc3)o2)nc2ccccc21	/	56	-10	56	2	-45	5	0.8	18	1
CC(=O)NC1(C(F)(F)F)NC(=O)N(C2CCCCC2)C1=O (stereo unspecified)	1	83	/	87	1	-48	-6	-1.0	10	0
Cc1cc2nc(CCN(C(=S)NCC(C)C)C3CCCC3)[nH]c2cc1C	-12	12	/	18	26	-30	-7	-5.1	-3	2
COc1cccc(CNC2CCCC2)c1	/	107	0	93	34	-21	-8	0.8	17	0
CC1=NN(C(=O)Cc2ccccc2)C(O)(c2cccnc2)C1 (stereo unspecified)	-11	99	2	103	3	-35	1	0.0	4	1
Cc1cc2c(cc1C)NC(c1cccnc1)C1=C(CC(C)(C)CC1=O)N2 (stereo unspecified)	2	95	/	88	7	-31	/	-2.4	2	0
CN(c1ccccc1)S(=O)(=O)c1ccc(NC(=O)c2ccc(-c3ccccc3)cc2)cc1	3	35	/	57	10	-48	7	-0.8	4	0

Continuation:
SMILES	E-sel TNF inh	bCat KO growth	Phagocytosis inh	HCT116 PTEN-null	Measles CPE	Yeast growth inh	Yeast life ext	MRP-1 activ	GALR2 blocker	NPY-Y2 antag
Cc1ccccc1Nc1nc2ccccc2s1	6	78	1	78	43*	-35	-8	-1.7	9	0
O=C(CCCn1nnc(-c2cccnc2)n1)c1ccc(F)cc1	-11	100	-2	101	17	-8	-7	-0.3	2	2
O=C(c1cccc(Cl)c1)N1CCCC(c2ccc(Cl)cc2)=N1	-38	66	2	53	6	-33	-19	-4.4	-2	4
Cc1ccc(S(=O)(=O)N(Cc2ccc(F)cc2)Cc2ccco2)cc1	-14	65	1	59	6	-11	1	-0.4	-5	7
Cc1ccccc1C(=O)O/N=C(\N)c1cccc([N+](=O)[O-])c1	-62	90	/	93	10	-20	-14	/	12	0
Cc1ccc(CNC(=O)CN(C)S(=O)(=O)c2cccc3cccnc23)cc1	/	99	0	98	15	-56	3	-1.0	-10	6
CCOCCc1nnc(NC(=O)c2ccc(OC)c(OC)c2)s1	-9	88	-1	108	13	-4	-12	-1.4	3	5
O=C(Cn1nnc(-c2ccncc2)n1)N1CCc2ccccc21	/	90	1	84	15	-18	-1	-2.7	-1	2
C=CCN(c1ccc(C(=O)Nc2ccc(C)c(C)c2)cc1)S(C)(=O)=O	-21	89	2	87	33	-18	2	1.3	14	0
N#CC(C#N)=C1C=CC=CN1/C(=C\c1ccccc1)C(=O)c1cccs1	/	97	-7	96	9	21	-6	-4.3	18	1
CCOC(=O)C1CCCN(C(=O)c2ccc(OCC)cc2)C1 (stereo unspecified)	-40	97	-1	107	7	-24	-7	-2.5	10	5
COc1ccccc1CNC(=O)c1ccccc1N(C)S(C)(=O)=O	1	104	-1	114	4	-24	-3	0.7	-14	1
CN(c1ccccc1)c1cc(=O)[nH]c(=O)[nH]1	/	113	-5	99	9	-34	6	-0.6	8	1
C=CCSc1nnc(-c2cc3c(s2)-c2ccccc2CC3)o1	-22	86	-1	92	2	-60	-16	-1.8	-6	7
COc1cccc(OCCc2c(C)n[nH]c2C)c1	25	86	1	101	13	-63	-9	1.0	2	-2
O=C(COC(=O)Cc1ccc(-c2ccccc2)cc1)NCc1ccccc1	3	97	-2	96	7	-5	1	-2.3	-1	5
Cc1ccc(Nc2oc(C)nc2C#N)cc1	/	102	0	107	14	-70	-16	-0.9	6	-2
O=[N+]([O-])c1ccc(-n2nncc2-c2ccc(Cl)cc2)cc1	1	98	-2	103	20	-23	-11	-0.3	-11	3
COc1ccc(-c2ccc(CCC(=O)O)n2CC(C)C)cc1	1	88	1	84	3	-33	14	-3.1	-16	8
C=CCn1c(C)cc(C(=O)CN2C(=O)NC3(CCCc4ccccc43)C2=O)c1C (stereo unspecified)	3	99	0	80	3	-38	-8	-0.7	-4	2
O=c1nc(C(F)(F)F)nc2ccccn12	11	98	/	102	10	-81	-3	-0.4	8	1
O=C(NNc1nc2ccccc2s1)Nc1ccccc1	62*	93	0	89	20	-32	-6	-0.1	5	4
CC(=O)Nc1sc2c(c1CN1CCN(c3ccccn3)CC1)CCCC2	-10	70	-1	72	11	-14	/	-3.5	-6	12
COc1ccc(C2=NOC3(CC(=O)N(c4ccc(F)cc4)C3=O)C2)c(OC)c1 (stereo unspecified)	-1	92	0	99	5	-12	-6	2.9	-3	1
CN(c1ccccc1)S(=O)(=O)c1cc(C(=O)N2CCN(c3ccccn3)CC2)ccc1Cl	20	60	-2	71	21	4	-1	-3.3	-7	2

Shown comma-delimited: part of the list above.
Structure,E-sel TNF inh,bCat KO growth,Phagocytosis inh,HCT116 PTEN-null,Measles CPE,Yeast growth inh,Yeast life ext,MRP-1 activ,GALR2 blocker,NPY-Y2 antag
O=[N+]([O-])c1ccc(-n2nncc2-c2ccc(Cl)cc2)cc1,1,98,-2,103,20,-23,-11,-0.3,-11,3
CN(c1ccccc1)c1cc(=O)[nH]c(=O)[nH]1,/,113,-5,99,9,-34,6,-0.6,8,1
C=CCSc1nnc(-c2cc3c(s2)-c2ccccc2CC3)o1,-22,86,-1,92,2,-60,-16,-1.8,-6,7

Next part
SMILES	E-sel TNF inh	bCat KO growth	Phagocytosis inh	HCT116 PTEN-null	Measles CPE	Yeast growth inh	Yeast life ext	MRP-1 activ	GALR2 blocker	NPY-Y2 antag
Cc1nn(Cc2ccc(C(=O)NC3CCCCC3)o2)c(C)c1Br	-13	77	-2	83	5	-51	2	-1.1	-6	-1
COc1ccc(NC(=O)Cn2nnc(-c3ccccc3F)n2)cc1	-6	84	-1	83	49*	-48	-20	-2.7	8	11
COC(=O)C1=C(C(=O)c2ccc(C)cc2)C(c2ccc(O)c(OC)c2)n2nnnc2N1 (stereo unspecified)	-2	96	0	110	7	-49	-9	-1.2	1	2
O=C(COc1ncnc2cc([N+](=O)[O-])ccc12)NCc1ccc2c(c1)OCO2	-21	101	0	91	0	-2	-2	-2.2	-1	6
CCOC(=O)C1=C(CP(=O)(c2ccccc2)c2ccccc2)NC(=O)NC1c1ccc(Cl)cc1 (stereo unspecified)	20	73	-8	71	16	-47	-3	-0.9	5	4
O=C(c1ccccn1)N1N=C2/C(=C/c3ccc(F)cc3)CCCC2C1c1ccc(F)cc1 (stereo unspecified)	-3	70	-6	64	3	-36	4	-3.2	-9	3
CCCCn1nc2cc(C(=O)NCC34CC5CC(CC(C5)C3)C4)ccc2c1OC	-18	80	/	82	10	-32	-16	0.8	0	6
O=C(O)CC1Sc2ccccc2NC1=O (stereo unspecified)	29	85	-1	94	3	-45	-5	-1.9	8	2
